TPT1 inh = inhibitors of Candida albicans tRNA 2'-phosphotransferase TPT1. recombinant caTPT1, FP RNA substrate dephosphorylation. inhibition, % at 5 µM. actives 0.81% (n = 300,000). AID 1962;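 active = inhibition above the mean of all tested compounds plus 3 SD, set per screening campaign, cut at about 24% in these data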;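 note: plate controls were DMSO alone for no effect and ferristatin control at 100 nM for full effect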
PP1 inh = PP1-alpha (human) inhibition in PP5 counter-screen | P62136 | purified PP1alpha, OMFP fluorescence | inhibition, % at 6.7 µM | actives 0.9% (n = 320,000);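 active = inhibition above the mean inhibition of all tested compounds plus 3 SD, computed separately for each screening campaign, cut at about 15% in these data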
procasp3 activ = activators of human procaspase-3. AID 463141. recombinant procaspase-3 D3A, Ac-DEVD-pNA absorbance 405 nm. actives 0.11% (n = 330,000). activation, % at 8.5 µM;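 active = activation above the mean of all tested compounds plus 3 SD, cut at about 21% in these data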;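 note: 0% = DMSO alone and 100% = DMSO wells spiked with extra 5 µM PC-3 D3A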
Target sequence (P42574 whole entry D9A/D28A/D175A): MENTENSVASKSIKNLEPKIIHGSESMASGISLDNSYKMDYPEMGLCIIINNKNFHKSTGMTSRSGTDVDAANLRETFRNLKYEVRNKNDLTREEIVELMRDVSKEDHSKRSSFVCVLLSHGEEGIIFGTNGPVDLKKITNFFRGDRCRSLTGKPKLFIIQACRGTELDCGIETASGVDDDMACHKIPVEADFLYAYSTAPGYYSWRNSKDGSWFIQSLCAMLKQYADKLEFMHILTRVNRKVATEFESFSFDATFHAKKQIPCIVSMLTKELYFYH
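Assay system: Procaspase-3 D3A mutant, all three cleavage aspartates alanine. Buffer or medium: Zinc-free HEPES saline buffer with Triton X-100. Times: 1 h compound preincubation, 2 h substrate hydrolysis at 25 °C. Measured by: 405 nm absorbance of p-nitroaniline, reads at 0 and 120 min. Read-out basis: percent activation relative to control range. Replicates: singlicate.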
PAFAH2 FP inh = inhibitors of human PAFAH2. Q99487. recombinant PAFAH2, FP-rhodamine activity probe, fluorescence polarization. inhibition, % at 3.39 µM. actives 0.99% (n = 340,000). AID 492956;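 active = inhibition above the mean over all tested compounds plus 3 SD, cut at about 30% in these data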;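 note: inhibitors block probe labeling of enzyme so polarization drops; 0% = enzyme with DMSO and 100% = wells lacking PAFAH2 protein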
HCV core dimer = blocks dimerization of HCV core protein; TR-FRET GST/Flag-core106 dimerization, 1536-well; inhibition, % at 5 µM; actives 0.33% (n = 300,000); AID 1899;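 active = inhibition above the mean of all tested compounds plus 3 SD, set per screening campaign, cut at about 45% in these data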
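test system = GST/Flag-tagged HCV core106 proteins | probe or stimulus = Eu donor and XL665 acceptor anti-tag antibodies | times = compound-protein-antibody incubation 4 h at 22.5 °C | signal = TR-FRET, excitation 340 nm, emission 617 and 671 nm | measure = percent inhibition of core106 dimerization signal | controls = wells lacking GST-core106 and wells with excess unlabelled core106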
AHR activator = activates the human aryl hydrocarbon receptor; activation, % at 5 µM; AID 2796; actives 2.5% (n = 320,000); AHR-responsive luciferase reporter cells, luminescence; in the data active = activation above about 47%;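 note: 0% = vehicle wells and 100% = reference agonist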
Target sequence (P35869 whole entry, looked up): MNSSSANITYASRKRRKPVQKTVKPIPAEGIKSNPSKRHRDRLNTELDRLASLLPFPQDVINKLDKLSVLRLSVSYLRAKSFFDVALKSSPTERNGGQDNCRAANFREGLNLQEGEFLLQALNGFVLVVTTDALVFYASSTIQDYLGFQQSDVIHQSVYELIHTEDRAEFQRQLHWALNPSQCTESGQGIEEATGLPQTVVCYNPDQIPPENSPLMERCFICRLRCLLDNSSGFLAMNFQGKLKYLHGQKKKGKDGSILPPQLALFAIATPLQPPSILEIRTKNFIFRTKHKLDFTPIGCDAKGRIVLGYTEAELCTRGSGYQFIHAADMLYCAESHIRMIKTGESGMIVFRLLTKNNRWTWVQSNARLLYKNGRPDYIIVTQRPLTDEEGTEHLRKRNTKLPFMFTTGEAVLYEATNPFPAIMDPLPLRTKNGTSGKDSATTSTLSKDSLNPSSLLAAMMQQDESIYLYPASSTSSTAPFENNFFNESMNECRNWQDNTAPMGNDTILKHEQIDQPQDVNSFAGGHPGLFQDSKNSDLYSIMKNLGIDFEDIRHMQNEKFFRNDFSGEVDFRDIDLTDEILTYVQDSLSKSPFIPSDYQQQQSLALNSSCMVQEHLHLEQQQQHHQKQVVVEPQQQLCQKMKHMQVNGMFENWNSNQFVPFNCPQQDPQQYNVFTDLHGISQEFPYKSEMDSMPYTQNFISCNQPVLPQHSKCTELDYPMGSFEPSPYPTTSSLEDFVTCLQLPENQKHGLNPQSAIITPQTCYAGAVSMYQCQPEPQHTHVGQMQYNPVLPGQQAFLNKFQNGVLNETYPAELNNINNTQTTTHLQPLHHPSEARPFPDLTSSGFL
CTSL1 counter = cathepsin L1 inhibition, PFM18AAP counter-screen | recombinant F. hepatica cathepsin L1, Z-Leu-Arg-MCA fluorescence | inhibition, % at 5.96 µM | actives 0.49% (n = 300,000) | AID 1906;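 active = inhibition above the mean of all tested compounds plus 3 SD, set per screening campaign, cut at about 17% in these data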;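 note: 0% = plate median of test compound wells and 100% = 1 µM Z-Phe-Ala-diazomethylketone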
proCasp7 act = activates human procaspase-7, counter-screen for procaspase-3 activators. recombinant procaspase-7, Ac-DEVD-pNA absorbance 405 nm; D23A/D198A/D206A triple mutant, cannot self-cleave; scale: DMSO 0, 5 µM enzyme 100. activation, % at 8.5 µM. actives 0.093% (n = 330,000). AID 463210;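 active = percent activation above the screen-wide mean plus 3 SD, cut at about 25% in these data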
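Test system: Procaspase-7 triple mutant (PC-7 D3A). Also added: Ac-DEVD-pNA substrate, 400 µM as added. Schedule: 1 h enzyme–compound preincubation and 2 h substrate reaction, both 25 °C. Signal: p-Nitroaniline absorbance at 405 nm, read at 0 and 120 min. Control set: low DMSO alone, high DMSO plus 5 µM PC-7.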
PP5 inh = inhibitors of human protein phosphatase 5 (PP5) | purified PP5c, OMFP substrate fluorescence | inhibition, % at 6.7 µM | actives 0.18% (n = 320,000);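 active = inhibition above the campaign's mean inhibition across all tested compounds plus 3 SD, cut at about 9.5% in these data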;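 note: 0% = DMSO only and 100% = 100 µM cantharidin control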
* marks the source's active call; other numbers are inactive results; . = not tested or not shown.

SMILES | TPT1 inh | PP1 inh | procasp3 activ | PAFAH2 FP inh | HCV core dimer | AHR activator | CTSL1 counter | proCasp7 act | PP5 inh
O=C(NCc1cccs1)C1CCN(c2nc3ccccc3o2)CC1 | -3 | -3 | 3 | 1 | 1 | -5 | -3 | -1 | -0.3
Cc1ccccc1C(=O)N1CCN(c2ccc([N+](=O)[O-])c(NCc3ccco3)c2)CC1 | 2 | 9 | -14 | -1 | 26 | 10 | 3 | 17 | 6.7
CCCCCCCCS(=O)C1CS(=O)(=O)CC1O (stereo not given) | -4 | -7 | -3 | -1 | 2 | 2 | -3 | 10 | 0.0
CNNC(=S)Nc1ccc(Cl)cc1 | -4 | -3 | -7 | 3 | -6 | 7 | -7 | 6 | -0.2
Cc1cc(C(=O)OCC(=O)c2c(N)n(C)c(=O)n(C)c2=O)c(C)n1-c1ccccc1 | 6 | 3 | -2 | 4 | 8 | 1 | 2 | 15 | 0.9
COc1ccc(CNC(=O)C(OC(=O)c2cccs2)C(C)C)cc1 (stereo not given) | 0 | 2 | 1 | -6 | -3 | -3 | -5 | -9 | 2.3
Fc1ccc2nc(N3CCCCC3)sc2c1 | 1 | -5 | -1 | 5 | -1 | -3 | -3 | 1 | 3.0
COC(=O)COc1ccc(C2NC(=O)NC(c3ccccc3)=C2C(C)=O)cc1Br (stereo not given) | -4 | -6 | -2 | 2 | -2 | -1 | 11 | -10 | -5.3
CS(=O)(=O)N1N=C(c2ccccc2)CC1c1ccc2nccnc2c1 (stereo not given) | 0 | 0 | 4 | 1 | -9 | 17 | -3 | -10 | 3.8
O=C(COC(=O)CN1C(=O)NC2(CCCC2)C1=O)Nc1ccc(C(F)(F)F)cc1[N+](=O)[O-] | -3 | -7 | 2 | 0 | -1 | 3 | -3 | 8 | 1.9
O=C(NCCc1ccc(Cl)cc1)C1=CC=CN2CCS(=O)(=O)N=C12 | . | 2 | 5 | 4 | . | 19 | . | 3 | 2.2
CCn1c(=O)c(C(=O)NCc2ccccn2)c(O)c2ccccc21 | 2 | 4 | -2 | -2 | 0 | 31 | -2 | 11 | 2.5
Cc1cccc(NC2=Nc3ccccc3N3C2=Nc2c(c(C)nn2-c2ccccc2)C3c2ccc(O)c(O)c2)c1 (stereo not given) | 18 | 2 | -13 | -37 | 46* | 0 | 0 | -3 | 0.2
COc1ccc(Br)cc1C1N2CC3(C)CN1CC(C)(C2)C3=O (stereo not given) | -1 | -5 | 1 | 6 | 4 | 0 | -6 | 4 | -2.5
NC(=O)C1CCN(C(=O)CCNS(=O)(=O)c2cc(Br)cnc2N)CC1 | 0 | -2 | -2 | 5 | 1 | -1 | -1 | -1 | 0.1
CC1(c2nnc(Cc3ccccc3)o2)CC(c2cccnc2)=NO1 (stereo not given) | 0 | -4 | 4 | 1 | 1 | 0 | 3 | 7 | 1.7
CC(=O)c1cccc(NC(=O)NCCc2c[nH]c3ccccc23)c1 | 0 | -7 | 7 | 0 | -4 | 7 | -5 | 10 | 1.4
CCC1Sc2ccc(S(=O)(=O)CCC(=O)Nc3ccccc3Cl)cc2NC1=O (stereo not given) | -1 | -2 | 5 | 5 | -7 | 4 | 0 | -3 | -1.4
Oc1ccc(N2CCN(C(c3cccnc3)c3nnnn3Cc3ccccc3)CC2)cc1 (stereo not given) | 2 | 0 | -4 | 1 | -6 | 2 | -2 | -23 | 3.0
COc1ccc(CNc2cc(C)ccc2C)c(OC)c1OC | 2 | 3 | 3 | 5 | -2 | 8 | -2 | 7 | 0.6
O=C(CSc1nnc(-c2ccncc2)o1)Nc1ccccc1Cl | -3 | -3 | -1 | -2 | -5 | 3 | 1 | -1 | 4.4
O=C(CSc1ccc(Cl)cc1)NCC1CCCO1 (stereo not given) | 0 | 0 | 4 | 2 | -9 | 4 | -3 | 4 | 0.0
O=C(CSC(=S)N1CCOCC1)Nc1ncc2c(n1)CCCC2=O | 0 | -4 | -3 | 5 | 3 | 1 | 1 | 3 | 0.2
CC(=O)Nc1ccc(S(=O)(=O)Oc2cccc(N3C(=O)C4CC=CCC4C3=O)c2)cc1 (stereo not given) | 0 | -7 | -1 | 6 | -3 | 2 | 0 | -3 | 2.9
COc1cccc(OCc2nnc(SCC(=O)NCc3ccco3)n2C)c1 | 1 | 2 | 1 | 6 | -1 | 3 | 3 | -4 | -1.8
SMILES | TPT1 inh | PP1 inh | procasp3 activ | PAFAH2 FP inh | HCV core dimer | AHR activator | CTSL1 counter | proCasp7 act | PP5 inh
N#Cc1ccccc1NC(=O)CSc1n[nH]c(-c2ccco2)n1 | -1 | 2 | -6 | 1 | 0 | 3 | -2 | -1 | -0.4
Cc1nc(C)c(C(=O)N/N=C/c2ccco2)s1 | -1 | -2 | 1 | -7 | -1 | 3 | 0 | 15 | 0.4
O=C(NCC(=O)N(c1ccc(F)cc1)C(C(=O)NCC1CCCO1)c1ccccc1)c1ccco1 (stereo not given) | -9 | -2 | -2 | 2 | -6 | 0 | 0 | 5 | 3.1
CC(=O)c1cccc(OCC(=O)Nc2ccccc2N2CCOCC2)c1 | . | -4 | 10 | 13 | . | 1 | . | -5 | 0.9
CC(C)(C)Nc1nc(NCc2cccnc2)nc(N2CCOCC2)n1 | -4 | 0 | 11 | -7 | -5 | 23 | 5 | 4 | 1.5
CCCCNCC(=O)Nc1ccc(NC(=O)CNCCCC)cc1 | -1 | -4 | -3 | -1 | -3 | 2 | 5 | 2 | 0.3
Cc1ccc(N2CC(O)(c3cccs3)[N+]3=C2CCCC3)cc1 (stereo not given) | -2 | 1 | 2 | 7 | -2 | 4 | -4 | 1 | -0.6
Clc1ccc(/C=N/N2CCN(Cc3ccccc3Cl)CC2)cc1 | 2 | 2 | 2 | 1 | 0 | -4 | 3 | 0 | 2.0
Cc1cccc(N(CC(N)=O)S(C)(=O)=O)c1C | -6 | 2 | -15 | -1 | 0 | -5 | -7 | 3 | 2.9
Cc1ccc(Sc2ccc(NC(=O)CCl)cc2)c(C)c1 | 3 | 0 | 5 | . | 10 | 2 | 1 | -2 | 5.3
COc1ccccc1N1CCN(C(=O)NCc2cccc(C(F)(F)F)c2)CC1 | 0 | 2 | 6 | 0 | 1 | 1 | 2 | -14 | 4.8
CC(C)NC(=O)CSc1nnc(-c2ccc3ncccc3c2)n1C | -3 | -5 | -5 | 3 | 0 | -1 | 1 | 3 | -1.2
COc1ccc(Cl)cc1NC(=O)C/C(C)=N/NC(=O)COc1ccc(C)cc1 | 2 | -1 | -1 | -4 | 9 | 7 | 4 | -8 | -1.2
CCOc1ccc(-c2c(=O)n(OCc3ccccc3Br)c3ccccc3[n+]2[O-])c(OCC)c1 | -2 | -2 | 1 | 4 | 11 | 5 | -8 | -1 | 2.8
COc1cccc(CNC(=O)CNS(=O)(=O)c2ccc(Br)s2)c1 | 0 | 0 | 0 | 2 | -6 | 2 | -1 | -2 | -1.8
O=C(CSc1nc2ccccc2o1)N1c2ccccc2Sc2ccccc21 | -3 | 0 | -3 | -3 | 11 | 1 | -1 | 8 | 4.9
CC(C)Oc1ccc(/C=N/NC(=O)c2ccc(N(Cc3ccccc3)S(C)(=O)=O)cc2)cc1 | -1 | 2 | 4 | -3 | 18 | 10 | 2 | 4 | 3.3
COc1cc(S(=O)(=O)Nc2ccc3cn[nH]c3c2)ccc1Cl | 5 | 1 | 8 | 5 | -1 | 11 | 1 | -6 | 3.5
CC(C)(C)OC(=O)CNC(=O)c1nc[nH]c1C(=O)NCc1ccccc1 | -1 | 4 | 6 | 3 | -12 | 8 | 0 | -1 | -0.9
Cc1ccc(N(CC(=O)N2CCCC2)S(C)(=O)=O)cc1C | -2 | -2 | 2 | 5 | -9 | 0 | 1 | 6 | 1.1
Cc1nnc(SC(C)C(=O)NC2CCCCC2C)s1 (stereo not given) | -1 | -4 | 1 | 1 | -6 | -3 | -4 | 1 | 2.9
O=c1oc(/C=C/c2ccc([N+](=O)[O-])s2)nc2ccccc12 | 60* | 4 | -4 | 19 | 3 | 2 | -1 | -13 | 0.6
CC(NC(=O)Nc1ccccc1O)(C(F)(F)F)C(F)(F)F | 8 | -1 | -12 | 5 | -6 | 22 | -1 | 1 | 0.1
CCN(CC)CCNC(=O)c1cn(CC)c2ccc(S(=O)(=O)N(C)C3CCCCC3)cc2c1=O | 0 | -5 | 4 | -2 | -3 | -1 | -2 | 10 | -2.2
COc1cc(C(=O)N2CCN(C(=O)Cc3ccccc3)CC2)cc(OC)c1OC | -3 | 6 | 1 | 4 | -1 | -1 | 1 | 12 | 1.8
SMILES | TPT1 inh | PP1 inh | procasp3 activ | PAFAH2 FP inh | HCV core dimer | AHR activator | CTSL1 counter | proCasp7 act | PP5 inh
O=C1CCCN2N=C(SCC(=O)Nc3cccc(Cl)c3)SC2=N1 | -1 | 2 | 2 | 11 | 18 | 4 | -3 | 1 | -0.3
CCC(C)NS(=O)(=O)c1ccc(NC(=O)c2cccs2)cc1 (stereo not given) | 0 | -1 | 10 | 1 | 5 | 0 | 4 | 7 | 1.7
COc1ccccc1Nc1nnc(SCc2cc(=O)n3cc(C)ccc3n2)s1 | 1 | -1 | 7 | 4 | 16 | -6 | -1 | 10 | 4.3
CN1CCc2c(sc3c2C(=O)NC(c2ccccc2)N3)C1 (stereo not given) | 27* | -2 | -3 | -5 | -1 | 11 | -4 | -6 | -1.3
OCCNC(=S)Nc1cccc(Cl)c1Cl | 2 | -4 | -13 | 3 | -3 | 0 | -3 | 10 | 1.0
O=C(CSc1nc2cc(Cl)ccc2c(=O)n1Cc1ccco1)Nc1ccc(S(=O)(=O)N2CCOCC2)cc1 | 2 | 6 | -3 | -36 | 9 | 1 | 1 | -2 | 3.2
CC(C)[C@H](NC(=O)c1ccc(Br)cc1)C(=O)NC1CCCCC1 | . | -1 | -1 | 0 | . | 4 | . | 10 | -1.6
Cc1ccc(-c2csc3ncnc(Sc4nnc(CN5CCCCCC5=O)o4)c23)cc1 | -1 | 3 | 6 | -5 | 2 | -2 | 0 | 0 | 3.6
O=C(CSc1nnc(CNC(=O)c2ccccc2F)o1)NC1CCCC1 | 0 | -3 | -1 | 0 | 10 | -2 | 3 | 6 | -0.7
O=C(N=C1SC2CS(=O)(=O)CC2N1c1ccc(Cl)c(Cl)c1)C1CCCO1 (stereo not given) | -1 | -1 | 9 | 6 | 4 | 2 | 6 | 8 | -1.7
COc1cccc(NCc2cc3c(C(C)(C)C)nn(-c4ccccc4)c3[nH]c2=O)c1 | 4 | 4 | -5 | 5 | -1 | 1 | 8 | -6 | 5.8

Molecules listed so far containing a tert-butyl group:
SMILES | TPT1 inh | PP1 inh | procasp3 activ | PAFAH2 FP inh | HCV core dimer | AHR activator | CTSL1 counter | proCasp7 act | PP5 inh
CC(C)(C)Nc1nc(NCc2cccnc2)nc(N2CCOCC2)n1 | -4 | 0 | 11 | -7 | -5 | 23 | 5 | 4 | 1.5
CC(C)(C)OC(=O)CNC(=O)c1nc[nH]c1C(=O)NCc1ccccc1 | -1 | 4 | 6 | 3 | -12 | 8 | 0 | -1 | -0.9
COc1cccc(NCc2cc3c(C(C)(C)C)nn(-c4ccccc4)c3[nH]c2=O)c1 | 4 | 4 | -5 | 5 | -1 | 1 | 8 | -6 | 5.8

Bioassay records as filed in PubChem BioAssay.
